High-throughput results (PubChem)
NALP3 yeast inh = inhibitors of NALP3 inflammasome in yeast; AID 2825; inhibition, % at 10 µM; 330,000 compounds, 0.39% hits; Yeast reconstituted NLRP3/ASC/caspase-1, beta-gal luminescence, 24 h;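 active = inhibition of 50% or more; inactive = inhibition below 50%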;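 also: plate controls were induced DMSO wells for no effect and uninduced yeast grown without galactose for full effect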
SENP1 inh = inhibitors of human SENP1 SUMO protease catalytic domain. 360,000 compounds, 0.21% hits. AID 624204. Q9P0U3. recombinant SENP1 catalytic domain, CyPet-SUMO1-YPet FRET cleavage. inhibition, % at 10 µM;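 active = inhibition at least 30% at 10 µM, raw YFP signal under a set limit, fluorescence ratio 0.5 to 1.5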;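 also: 0% = enzyme with DMSO and 100% = no enzyme wells; some results filed as inactive read as strong as hits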
Target sequence (Q9P0U3 419-644 limits assumed): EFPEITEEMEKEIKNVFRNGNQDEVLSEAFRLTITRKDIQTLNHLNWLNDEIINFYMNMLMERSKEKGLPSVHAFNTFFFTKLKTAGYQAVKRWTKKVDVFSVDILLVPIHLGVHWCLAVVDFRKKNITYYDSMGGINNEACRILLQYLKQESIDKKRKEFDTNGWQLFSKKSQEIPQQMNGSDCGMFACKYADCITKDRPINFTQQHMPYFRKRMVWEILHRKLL
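System: Recombinant human SENP1 catalytic domain, His6-tagged | Incubation: Enzyme reaction for 50 min at room temperature, dark | Medium: Tris pH 8 with BME, BSA, NP40 and catalase | Also added: 25 nM SUMO1 FRET substrate | Compound: 10 µM single point, 0.5% DMSO | Measured by: FRET fluorescence in CFP and YFP emission channels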
mIAP activ = mouse IAP activation; muIAP, CDP-Star luminescence, 30 min; stronger effect = higher value; 1 = vehicle-only enzyme signal, 0 = enzyme-free wells; activation factor at 10 µM; 330,000 compounds, 0.24% hits; AID 2805;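 active = activation factor of at least 2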; also: the source names both 10 and 20 µM as test concentration; values of inactives mirror those of a sister screen read the other way
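System: Mouse IAP enzyme | Also added: CDP-Star substrate | Dosing: Compounds dispensed in DMSO | Schedule: 30 min enzyme-substrate-compound incubation at room temperature | Technique: Chemiluminescence readout | Control set: DMSO-only wells and no-enzyme negative control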
mIAP inh = blocks mouse intestinal alkaline phosphatase; purified mouse IAP, CDP-Star luminescence, 30 min; inhibition, % at 10 µM; 330,000 compounds, 0.2% hits; AID 2806;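 active = inhibition of at least 40% at 10 µM in the primary screen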;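 also: plate controls were DMSO with enzyme for no effect and no enzyme wells for full effect; values of inactives mirror those of a sister screen read the other way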
A3A deaminase = blocks human APOBEC3A ssDNA deamination; recombinant A3A, FAM/TAMRA ssDNA deamination fluorescence; inhibition, % at 20 µM; 330,000 compounds, 0.41% hits; AID 493011;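 active = at least 40% inhibition at 20 µM here, with at most 30% in a related deaminase screen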;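 also: plate controls were A3A with DMSO for no effect and wells lacking A3A enzyme for full effect; some results filed as inactive read as strong as hits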
Target sequence (P31941 whole entry, looked up): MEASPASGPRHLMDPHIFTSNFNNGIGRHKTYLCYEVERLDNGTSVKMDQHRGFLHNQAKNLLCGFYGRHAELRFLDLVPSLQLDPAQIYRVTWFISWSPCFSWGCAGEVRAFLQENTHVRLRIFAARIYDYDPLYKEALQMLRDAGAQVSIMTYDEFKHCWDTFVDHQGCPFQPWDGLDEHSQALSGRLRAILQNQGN
hIAP inh = blocks human intestinal alkaline phosphatase. P09923. purified IAP, CDP-Star luminescence, 30 min. inhibition, % at 10 µM. 330,000 compounds, 0.12% hits;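 active = inhibition reaching a set limit with compound at 10 µM in the primary screen, cut at about 35% in these data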;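 also: plate controls were DMSO wells with enzyme for no effect and no-enzyme buffer wells for full effect; values of inactives mirror those of a sister screen read the other way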
hIAP activ = increases human intestinal alkaline phosphatase activity. P09923. purified human IAP, CDP-Star luminescence, 30 min; stronger effect = higher value; 1 = vehicle-only enzyme, 0 = enzyme-free background. activation factor at 10 µM. 330,000 compounds, 0.16% hits;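 active = activation factor of the enzyme at least 2-fold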; also: the source names both 10 and 20 µM as test concentration; values of inactives mirror those of a sister screen read the other way
beta cell repl = induces beta-cell replication in MIN6 cells; 330,000 compounds, 0.29% hits; MIN6 cells proliferation, ATPlite luminescence, 48 h; cells starved in 0.2% serum; 100% = growth in 10% serum; proliferation, % at 10 µM;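 active = compounds whose signal lies at least 3.5 SD above the mean of all wells on their plate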;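 also: 0% = DMSO-treated cells in low-serum medium and 100% = 10% serum control; some compounds called inactive have numbers as strong as hits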
APOBEC3G inh = APOBEC3G (human) deaminase inhibition | 330,000 compounds, 0.28% hits | inhibition, % at 20 µM | recombinant A3G, ssDNA deamination FAM/TAMRA fluorescence | Q9HC16;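 active = inhibition of at least 40% at 20 µM, with no more than 30% in the related APOBEC3A deaminase screen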;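 also: plate controls were DMSO wells with A3G for no effect and wells lacking A3G enzyme for full effect; some compounds called inactive have numbers as strong as hits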
Target sequence (Q9HC16 whole entry, looked up): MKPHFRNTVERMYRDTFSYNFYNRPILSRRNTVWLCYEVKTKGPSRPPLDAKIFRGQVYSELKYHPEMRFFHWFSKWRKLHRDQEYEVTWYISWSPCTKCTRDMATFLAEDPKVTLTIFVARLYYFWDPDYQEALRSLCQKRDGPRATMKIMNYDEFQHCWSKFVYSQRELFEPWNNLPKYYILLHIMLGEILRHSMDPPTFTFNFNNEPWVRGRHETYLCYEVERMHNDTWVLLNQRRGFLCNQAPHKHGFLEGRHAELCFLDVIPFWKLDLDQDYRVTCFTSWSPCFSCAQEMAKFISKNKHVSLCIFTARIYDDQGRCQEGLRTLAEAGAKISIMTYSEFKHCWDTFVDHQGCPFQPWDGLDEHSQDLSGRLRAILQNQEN
Numbers without * were called inactive.

Short keys: A = NALP3 yeast inh; B = SENP1 inh; C = mIAP activ; D = mIAP inh; E = A3A deaminase; F = hIAP inh; G = hIAP activ; H = beta cell repl; I = APOBEC3G inh
Structure: O=C(Nc1ccc2c(c1)OCCO2)c1ccc(Cl)cc1
  A: 26; B: 1; C: 0.97; D: 3; E: 6; F: -1; G: 1; H: -4; I: -2
Structure: Cc1cc2nc(SCC(=O)Nc3ccccc3C(=O)O)[nH]c2cc1C
  A: 21; B: 2; C: 0.88; D: 12; E: 0; F: -3; G: 1; H: 1; I: -6
Structure: COc1ccc2nc(SCC(=O)Nc3ccc4c(c3)CCC4)[nH]c2c1
  A: 21; B: 0; C: 0.99; D: 1; E: 4; F: 13; G: 0.87; H: -4; I: 0
Structure: O=C(CCC1CCCC1)NCCCN1CCOCC1
  A: 10; B: -2; C: 0.97; D: 3; E: -1; F: 16; G: 0.84; H: 0; I: -6
Structure: Cc1ccc(NS(=O)(=O)c2ccc3c(c2)NC(=O)CCS3)c(Cl)c1
  A: 6; B: 3; C: 0.99; D: 1; E: -4; F: -8; G: 1.1; H: 3; I: -8
Structure: O=C(O)CN1C(=O)NC2NC(=O)NC21 (configuration not stated)
  A: 9; B: 1; C: 1.1; D: -6; E: 1; F: -2; G: 1; H: -4; I: 3
Structure: O=C(NC1=NCCS1)c1ccc([N+](=O)[O-])cc1Cl
  A: 21; B: 2; C: 1; D: -1; E: 4; F: 4; G: 0.96; H: -3; I: -3
Structure: Cc1ccc(-n2cc(CN(C)CCc3cn[nH]c3)c(-c3cccc(C)c3)n2)cc1
  A: 18; B: -1; C: 1; D: -2; E: -1; F: 1; G: 0.99; H: -5; I: -3
Structure: Cc1cc(C)cc(OCC(=O)OC(C)C(=O)Nc2c(C)n(C)n(-c3ccccc3)c2=O)c1 (configuration not stated)
  A: -5; B: 3; C: 1; D: -5; E: 2; F: 6; G: 0.94; H: -4; I: -10
Structure: Cc1nc(C)c(-c2nnc(-c3ccc(C(C)(C)C)cc3)o2)cc1C(=O)NN
  A: 15; B: -2; C: 0.87; D: 13; E: 0; F: -8; G: 1.1; H: -3; I: -1
Structure: CN(C(=S)NC(=O)c1ccc(Cl)cc1)C1CCCCC1
  A: 38; B: 2; C: 1; D: -2; E: -2; F: -1; G: 1; H: -3; I: 17
Structure: O=C(NCc1ccc(F)cc1)c1cc2c(s1)CS(=O)(=O)C2
  A: -1; B: -3; C: 0.97; D: 3; E: -4; F: -7; G: 1.1; H: 0; I: -6
Structure: O=C(Nn1c(-c2ccc(Cl)cc2)nc2ccccc2c1=O)c1cccnc1Cl
  A: -11; B: 1; C: 0.9; D: 10; E: -3; F: -10; G: 1.1; H: -1; I: -8
Structure: Cc1ccc(N(CC(=O)N/N=C/c2cc(C)n(-c3ccccc3C)c2C)S(C)(=O)=O)cc1
  A: 1; B: -1; C: 1.2; D: -20; E: 1; F: -23; G: 1.2; H: -1; I: 0
Structure: CC(=O)NC(Cc1ccc(F)cc1)C(=O)NC1CCN(S(=O)(=O)c2ccccc2)CC1 (configuration not stated)
  A: -7; B: 10; C: 1; D: -4; E: 2; F: 3; G: 0.97; H: 0; I: -1

Ordered by the number under A3A deaminase (ascending): four of the compounds above
canonical_smiles,NALP3 yeast inh,SENP1 inh,mIAP activ,mIAP inh,A3A deaminase,hIAP inh,hIAP activ,APOBEC3G inh
O=C(Nn1c(-c2ccc(Cl)cc2)nc2ccccc2c1=O)c1cccnc1Cl,-11,1,0.9,10,-3,-10,1.1,-8
O=C(CCC1CCCC1)NCCCN1CCOCC1,10,-2,0.97,3,-1,16,0.84,-6
Cc1ccc(N(CC(=O)N/N=C/c2cc(C)n(-c3ccccc3C)c2C)S(C)(=O)=O)cc1,1,-1,1.2,-20,1,-23,1.2,0
Cc1cc(C)cc(OCC(=O)OC(C)C(=O)Nc2c(C)n(C)n(-c3ccccc3)c2=O)c1 (configuration not stated),-5,3,1,-5,2,6,0.94,-10

The listing continues.
Short keys: A = NALP3 yeast inh; B = SENP1 inh; C = mIAP activ; D = mIAP inh; E = A3A deaminase; F = hIAP inh; G = hIAP activ; H = beta cell repl; I = APOBEC3G inh
Structure: CCc1noc(C)c1C(=O)OC(C)C(=O)NCc1ccc(OC)cc1 (configuration not stated)
  A: 20; B: 2; C: 0.94; D: 6; E: 1; F: 14; G: 0.86; H: 2; I: -2
Structure: O=C1COc2ccc(S(=O)(=O)N3CCN(c4cccc(C(F)(F)F)c4)CC3)cc2N1
  A: 11; B: 2; C: 1.1; D: -9; E: 2; F: 12; G: 0.88; H: -2; I: 3
Structure: Cc1ccc(S(=O)(=O)N2CCN(C)CC2)cc1C(=O)NC1CCCCC1
  A: 1; B: 2; C: 1.2; D: -16; E: 4; F: -33; G: 1.3; H: -1; I: 7
Structure: Cc1onc(-c2ccccc2)c1C(=O)NC(=S)NNC(=O)c1ccc(O)cc1O
  A: 6; B: 1; C: 0.62; D: 38; E: 2; F: 7; G: 0.93; H: 0; I: -4
Structure: Cc1ccsc1/C=N/Nc1nc(Cl)c(Cl)cc1Cl
  A: 28; B: -15; C: 1; D: -4; E: 4; F: 0; G: 1; H: 2; I: 1
Structure: Cc1ccc(SCC(=O)Nc2nnc(C(C)(C)C)s2)cc1
  A: 20; B: 1; C: 0.97; D: 3; E: 3; F: -18; G: 1.2; H: 1; I: -3
Structure: COc1ccccc1N1CCN(C(c2ccccc2Cl)c2nnnn2C(C)(C)C)CC1 (configuration not stated)
  A: -5; B: 2; C: 1.1; D: -7; E: 0; F: -11; G: 1.1; H: -3; I: -7
Structure: O=c1[nH]c2ccccc2nc1-c1cccs1
  A: 27; B: -153; C: 0.95; D: 5; E: 0; F: -13; G: 1.1; H: 1; I: -4
Structure: COc1cc(OC)cc(C(=O)NC(C(=O)NCCN(C)C)C23CC4CC(CC(C4)C2)C3)c1 (configuration not stated)
  A: 13; B: 0; C: 0.94; D: 6; E: -2; F: 1; G: 0.99; H: -4; I: -5
Structure: CCc1ccc(NC(=O)/C(C#N)=C/c2cn(CC(=O)O)c3ccccc23)cc1
  A: 22; B: -119; C: 0.99; D: 1; E: -1; F: 16; G: 0.84; H: -1; I: -5
Structure: Cn1c(=O)c2cn(-c3cccc4ccccc34)cc2n(C)c1=O
  A: 14; B: -2; C: 0.92; D: 8; E: -4; F: 3; G: 0.97; H: -3; I: -5
Structure: Cc1cccc(C(C)C)c1NC(=O)c1ccc(CN(c2ccccc2)S(=O)(=O)c2ccccc2)cc1
  A: 10; B: 1; C: 1.1; D: -8; E: 0; F: -3; G: 1; H: 0; I: -1
Structure: CCN(C(=O)COc1ccccc1C(=O)NCc1ccccc1)C1CCS(=O)(=O)C1 (configuration not stated)
  A: -9; B: 2; C: 1; D: -4; E: 2; F: 0; G: 1; H: 2; I: -1
Structure: CC(C)c1nc(Cl)c(C#N)c2c1CCCC2
  A: -5; B: 0; C: 0.96; D: 4; E: 0; F: -9; G: 1.1; H: 0; I: 2
Structure: Cc1cccc(OCCC(=O)NCC(=O)Nc2c(C)cccc2C)c1
  A: 13; B: -4; C: 0.95; D: 5; E: 2; F: -7; G: 1.1; H: 4; I: 2

Shown in CSV form: entries from further up
Compound,NALP3 yeast inh,SENP1 inh,mIAP activ,mIAP inh,A3A deaminase,hIAP inh,hIAP activ,beta cell repl,APOBEC3G inh
Cc1cccc(C(C)C)c1NC(=O)c1ccc(CN(c2ccccc2)S(=O)(=O)c2ccccc2)cc1,10,1,1.1,-8,0,-3,1,0,-1
CCN(C(=O)COc1ccccc1C(=O)NCc1ccccc1)C1CCS(=O)(=O)C1 (configuration not stated),-9,2,1,-4,2,0,1,2,-1
CC(C)c1nc(Cl)c(C#N)c2c1CCCC2,-5,0,0.96,4,0,-9,1.1,0,2
Cc1cccc(OCCC(=O)NCC(=O)Nc2c(C)cccc2C)c1,13,-4,0.95,5,2,-7,1.1,4,2

Following part.
Short keys: A = NALP3 yeast inh; B = SENP1 inh; C = mIAP activ; D = mIAP inh; E = A3A deaminase; F = hIAP inh; G = hIAP activ; H = beta cell repl; I = APOBEC3G inh
Structure: Cn1nc([N+](=O)[O-])nc1Oc1ccccc1
  A: 10; B: -1; C: 0.91; D: 9; E: 0; F: 7; G: 0.93; H: -1; I: -6
Structure: CCOc1cc(/C=N/NC(=O)c2c(-c3ccccc3)noc2C)ccc1O
  A: 4; B: 1; C: 0.96; D: 4; E: -2; F: 8; G: 0.92; H: -1; I: -4
Structure: COc1ccccc1NC(=O)Cc1ccsc1
  A: 8; B: 4; C: 1; D: -1; E: 15; F: -13; G: 1.1; H: -1; I: 0
Structure: COc1ccc2c(c1OC)C(=O)OC2Nc1nc(-c2cccc([N+](=O)[O-])c2)cs1 (configuration not stated)
  A: 10; B: 1; C: 1; D: -4; E: -6; F: -8; G: 1.1; H: 3; I: -11
Structure: COc1ccc2nc(NC(=O)CN3CCN(C)CC3)sc2c1
  A: 1; B: 0; C: 0.91; D: 9; E: 1; F: 4; G: 0.96; H: 1; I: -4
Structure: COC(=O)c1ccc(-c2cc(C(=O)O)c3cc4c(cc3n2)OCCO4)cc1
  A: 13; B: 2; C: 1; D: -3; E: 2; F: 10; G: 0.9; H: -3; I: -3
Structure: Cc1cc(NC(=O)c2cnn3cccnc23)no1
  A: 16; B: 0; C: 1; D: -1; E: 2; F: -3; G: 1; H: -3; I: 1
Structure: O=C(/C=C/c1ccc2c(c1)OCO2)NCCSCc1c(Cl)cccc1Cl
  A: 13; B: 2; C: 0.94; D: 6; E: 2; F: 20; G: 0.8; H: -3; I: 1
Structure: CC(C)[C@@H](NC(=O)OC(C)(C)C)C(=O)NCC1CCC(C(=O)N[C@@H](Cc2ccccc2)C(=O)O)CC1 (some centres not stated)
  A: 0; B: 1; C: 1; D: 0; E: -2; F: -6; G: 1.1; H: -1; I: -8
Structure: O=C(COC(=O)CC1CC2CCC1C2)Nc1ccccc1[N+](=O)[O-] (configuration not stated)
  A: 27; B: 0; C: 0.97; D: 3; E: 0; F: -12; G: 1.1; H: 4; I: 1
Structure: COc1ccc(C2(c3ccc(OC)cc3)NC(=O)N(CC(=O)Nc3ccc(C(N)=O)cc3)C2=O)cc1
  A: 8; B: -3; C: 1.1; D: -11; E: -2; F: 10; G: 0.9; H: -2; I: -6
Structure: O=C1CCCc2ccccc2N1Cc1ccc(F)cc1
  A: 1; B: 0; C: 1; D: -4; E: -3; F: -5; G: 1.1; H: 1; I: -11
Structure: Cc1cc(C)c2sc(N(CCN(C)C)C(=O)c3cc(Cl)sc3Cl)nc2c1
  A: 1; B: 2; C: 1; D: -3; E: 5; F: -12; G: 1.1; H: -1; I: 1
Structure: COc1cc(C)c(C)cc1S(=O)(=O)N1CCN(Cc2ccc3c(c2)OCO3)CC1
  A: 19; B: 0; C: 1; D: -4; E: -2; F: -28; G: 1.3; H: 0; I: -6

An excerpt, so the mix of outcomes need not match the whole.
